Screens (PubChem)
Nrf2 activator: activates Nrf2 signaling; AREc32 ARE-luciferase reporter (MCF7-derived line), luminescence, 24 h; 410,000 tested, 0.31% active; Potency, µM (doses to about 46.1 µM), inactives show top-dose activation, hits mostly activators; also: potency is read from the fitted curve at half-maximal effect; % of control where 0% means no effect; nearly all actives have a fitted effect of over 65% in size
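Luciferase luminescence (Steady-Glo, 30 min at room temperature) served as the read-out of ARE activation in AREc32 cells treated with compounds for 24 hr at 37 deg C.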
Abeta rescue: compounds reversing amyloid beta toxicity in yeast. 410,000 tested, 0.063% active. yeast expressing A-beta42, growth rescue, OD600, 48 h; response scale: 0% DMSO, 100% iron-clioquinol control. Potency, µM (titrated, usually from 46.1 µM), for the others: at the top dose growth rescue, hits mostly activators; also: potency is read from the fitted curve at half-maximal effect; nearly all actives have a fitted effect of over 55% in size
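Yeast A-beta toxicity model in growth medium with pinned compounds, 48 h at 30 C; growth read as absorbance at 600 nm. Normalized to FeCl3/clioquinol equimolar mix (positive) and DMSO (negative).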
HepG2 viability: kills HepG2 cells in TGF-b inhibitor counter-screen. AID 588856. HepG2 CAGA-GFP viability, ATP luminescence, 18 h. Potency, µM (top dose mostly 46.1 µM), inactives show at the highest dose activity change, negative = cytotoxicity, actives largely listed as cytotoxic. 410,000 tested, 0.76% active; also: potency is read from the fitted curve at half-maximal effect; some results filed as inactive show a strong effect at the top dose
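HepG2 CAGA-GFP cells (1000/well, DMEM with 1% FBS) received compound, then TGF-beta at 500 pg/mL final, and were incubated 18 hours at 37 degrees C. Viability was read by CellTiter-Glo luminescence. Media-only wells were set as complete cell-killing and DMSO as no toxicity.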
Mm-Cpn inhibitor: blocks the Methanococcus maripaludis chaperonin Mm-Cpn; Potency, µM (top dose mostly 76.9 µM), for the others: top-dose activity, negative = inhibition, hits mostly inhibitors; 330,000 tested, 0.031% active; AID 504842; purified Mm-Cpn ATPase, ADP Transcreener TR-FRET; also: potency is read from the fitted curve at half-maximal effect; % is scaled to controls: 0 for no effect and ±100 for the full control effect; nearly all actives have a fitted effect of over 80% in size
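Purified archaeal chaperonin (25 nM final) was preincubated with compound for 10 min at 37°C, then ATP (10 uM final) was added for 30 min at 37°C in Tris pH 7.4/KCl/MgCl2/DTT buffer. ADP was quantified by HTRF Transcreener TR-FRET.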
TGFb SMAD3 inh: inhibitors of TGF-b signaling | Potency, µM (highest dose often 46.1 µM), inactives show top-dose activity, negative = inhibition, usual class: inhibitors | 410,000 tested, 1.2% active | HepG2 CAGA-GFP TGF-b/SMAD3 reporter, GFP fluorescence, 18 h; TGF-beta stimulated, 500 pg/mL final | AID 588855; also: potency is read from the fitted curve at half-maximal effect; % is scaled to controls: 0 for no effect and ±100 for the full control effect; nearly all actives have a fitted effect of over 65% in size
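Inhibition of TGF-beta-driven CAGA-GFP reporter expression in HEPG2 cells is measured by cellular GFP fluorescence after 18 h stimulation with 500 pg/mL recombinant TGF-beta in 1% FBS medium at 37 degrees C.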
A549 tox: counter-screen for Nrf2 inhibitors: cytotoxicity in A549 cells; Potency, µM (titrated, usually from 46 µM), for inactives: at the top dose activity change, negative = cytotoxicity, hits mostly inhibitors; 390,000 tested, 0.16% active; AID 504648; A549 ARE-Fluc cells, CellTiter-Fluor viability, 18-24 h; also: potency is read from the fitted curve at half-maximal effect; % is scaled to controls: 0 for no effect and ±100 for the full control effect
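A549 ARE_Fluc cells in 5% FBS OPTI-MEM were exposed to compounds in concentration-response for 18-24 h at 37 deg C. Viability was read by CellTiter-Fluor fluorescence (Ex 405/Em 525) after 30 min, before the luciferase read.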
Nrf2 inh: inhibitors of Nrf2 signaling; AID 504444; A549 ARE-Fluc reporter, luciferase luminescence, 18-24 h; 360,000 tested, 2.1% active; Potency, µM (highest dose often 46 µM), inactives show at the top dose activity change, negative = inhibition, most hits filed as inhibitors; also: potency is read from the fitted curve at half-maximal effect; % is scaled to controls: 0 for no effect and ±100 for the full control effect; nearly all actives have a fitted effect of over 60% in size
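Nrf2 activity is the BugLite luminescence, read 15 min after reagent at room temperature, following CellTiter-Fluor cytotoxicity readout (30 min, 37C). Compound titrations were applied for 18-24 h to 5000 A549 ARE_Fluc cells/well in 5% FBS OPTI-MEM.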
CCT modulator: cytosolic chaperonin activity modulation; activity change, % (no concentration beside the values), hits read low; purified chaperonin ATPase assay, HTRF ADP detection, 30 min; 360,000 tested, 0.3% active; in the data active = activity change below about -30%; also: % is scaled to controls: 0 for no effect and ±100 for the full control effect
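First, chaperonin was dispensed at 40 nM or 20 nM final depending on batch activity. Next, compounds were pinned at 76 uM and ATP added at 10 uM. After 30 min at 37 °C, ADP detection reagents ran 30 min at ambient temperature.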
pAkt inh: inhibitors of Akt phosphorylation; 360,000 tested, 0.32% active; AID 651550; activity change, % for hits at 50 µM; Neuro2A IGF-stimulated pAkt S473 HTRF, 20 min; active compounds read low; in the data active = activity change below about -80%; inconclusive = mostly about -51% to -80%; also: % is scaled to controls: 0 for no effect and ±100 for the full control effect
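Neuro2A cells (4,500/well, DMEM with 0.5% FBS) were treated with compound at a single 50 µM final concentration, stimulated with 6 nM IGF for 20 min at 37 °C, and lysed. Phospho-Akt Ser473 was read by HTRF as 665/615 ratio ×10^4.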
An asterisk follows results filed as active; i = inactive; ? = inconclusive; . = not tested or not shown; [ ] = remark or other dose. Unless noted, calls follow the shape of the dose curve; as a rule, active = well fitted curve in the direction sought with a large enough effect; inconclusive = small, poorly fitted or top-dose-only effect, or another doubt; inactive = no such curve, though single readings can be large; an effect the other way counts as inactive or inconclusive.

The first 7 entries as a preview:
SMILES | Nrf2 activator | Abeta rescue | HepG2 viability | Mm-Cpn inhibitor | TGFb SMAD3 inh | A549 tox | Nrf2 inh | CCT modulator | pAkt inh
O=C(Nc1nc(-c2cc(Cl)sc2Cl)cs1)c1cccs1 | ? | 12% | -21% | -1% | ? | -27% | ? | 0.3 | i
Cc1cc(C)c(NC(=O)Cn2ccn(-c3cccc(Cl)c3)c(=O)c2=O)c(C)c1 | 0.4% | 10% | -2% | . | -4% | -4% | 2% | . | .
Cc1oc(/C=N/NC(=O)CN(c2ccccc2Br)S(C)(=O)=O)cc1Br | 2.5% | 4% | -2% | 0% | -3% | -17% | -16% | -2.8 | i
Cc1c(Br)c([N+](=O)[O-])nn1CC(=O)NCc1ccccc1 | -0.1% | 26% | -5% | -2% | 2% | 0% | 9% | -0.2 | i
CC(C)N(Cc1nc(-c2ccc(Cl)cc2)no1)C(=O)C(c1ccccc1)c1ccccc1 | 2.4% | 26% | -16% | 1% | 0% | -13% | -12% | -4.7 | i
Cc1ccc(CN(C)C(=O)C2CCCN2C(=O)c2cccs2)o1 (stereo unspecified) | 0.1% | 18% | -3% | -1% | -5% | -11% | 1% | 2.1 | i
COc1cc2c(-c3ccc4c(c3)OCO4)c(-c3ccsc3)oc(=O)c2cc1OC | 11% | -5% | -6% | 0% | -22% | -1% | -5% | -1.9 | i

Main list, previewed entries included:
SMILES | Nrf2 activator | Abeta rescue | HepG2 viability | Mm-Cpn inhibitor | TGFb SMAD3 inh | A549 tox | Nrf2 inh | CCT modulator | pAkt inh
O=C(Nc1nc(-c2cc(Cl)sc2Cl)cs1)c1cccs1 | ? | 12% | -21% | -1% | ? | -27% | ? | 0.3 | i
Cc1cc(C)c(NC(=O)Cn2ccn(-c3cccc(Cl)c3)c(=O)c2=O)c(C)c1 | 0.4% | 10% | -2% | . | -4% | -4% | 2% | . | .
Cc1oc(/C=N/NC(=O)CN(c2ccccc2Br)S(C)(=O)=O)cc1Br | 2.5% | 4% | -2% | 0% | -3% | -17% | -16% | -2.8 | i
Cc1c(Br)c([N+](=O)[O-])nn1CC(=O)NCc1ccccc1 | -0.1% | 26% | -5% | -2% | 2% | 0% | 9% | -0.2 | i
CC(C)N(Cc1nc(-c2ccc(Cl)cc2)no1)C(=O)C(c1ccccc1)c1ccccc1 | 2.4% | 26% | -16% | 1% | 0% | -13% | -12% | -4.7 | i
Cc1ccc(CN(C)C(=O)C2CCCN2C(=O)c2cccs2)o1 (stereo unspecified) | 0.1% | 18% | -3% | -1% | -5% | -11% | 1% | 2.1 | i
COc1cc2c(-c3ccc4c(c3)OCO4)c(-c3ccsc3)oc(=O)c2cc1OC | 11% | -5% | -6% | 0% | -22% | -1% | -5% | -1.9 | i
CC(=O)Nc1cccc(C(=O)OC(C(=O)c2ccc(C)cc2)c2ccccc2)c1 (stereo unspecified) | 0.2% | -6% | -4% | -5% | 5% | -15% | ? | -2.6 | i
O=C1CC(N2CCN(C(c3ccccc3)c3ccccc3)CC2)C(=O)N1Cc1ccc(N2CCCC2=O)cc1 (stereo unspecified) | 0.3% | -3% | 0% | -1% | -13% | -3% | -7% | 3.4 | .
O=C(NCCN1CCN(c2ccccc2)CC1)C1CCN(S(=O)(=O)N2CCOCC2)CC1 | -0.7% | 0% | 18% | 1% | -1% | -8% | -8% | -1.0 | i
Cc1ccccc1OCc1ccc(C(=O)N2CC(C)OC(C)C2)o1 (stereo unspecified) | 0.0% | 10% | -9% | 2% | -27% | -1% | -16% | 1.1 | i
CC1=CC(=O)C=C(C)C1=NOC(=O)c1cccc([N+](=O)[O-])c1 | 14% | -8% | -2% | -2% | -5% | -1% | -9% | -0.8 | i
N#Cc1ccc(OCC(=O)NC2=NCCS2)cc1 | 2.7% | -9% | 2% | 2% | 0% | -6% | ? | -1.1 | i
CCOP(=O)(CN(CC)C(=O)c1ccccc1Br)OCC | -0.6% | 4% | 10% | 0% | 11% | -9% | 5% | -8.4 | i
Cc1c(Cl)cnc(NC(=O)CSc2nncs2)c1Cl | -0.1% | -9% | 15% | -2% | 0% | 8% | 14% | -1.2 | i
O=C(Cc1ccc(-c2ccccc2)cc1)NC1CCCC1 | -0.4% | 1% | 4% | 0% | 7% | 9% | -9% | -2.8 | i
CCc1ccc(NC(=O)N(C2CCCCC2)C(C)c2cccnc2)cc1 (stereo unspecified) | 0.6% | 8% | 13% | 1% | 3% | 0% | ? | 0.2 | i
Cc1ccc(NC2=CC(=O)CC(C)(C)C2)c(N)c1 | 0.3% | 6% | -1% | -3% | 0% | -1% | -8% | 0.3 | i
CC(=O)N1CCOc2ccc(S(=O)(=O)NC[C@H]3O[C@@H](n4cnc5c(N)ncnc54)[C@H](O)[C@@H]3O)cc21 | -0.8% | 9% | 4% | -1% | 20% | -7% | 8% | -1.5 | i
COc1cc(CCc2ccccc2)c(C(=O)O)c(O)c1CC=C(C)C | -0.5% | 5% | -41% | . | ? | -12% | ? | -0.1 | i
Nc1cc(-c2ccc(Cl)cc2)nn1S(=O)(=O)c1ccc(Cl)cc1 | 0.0% | 1% | -11% | 1% | -6% | -16% | ? | -0.9 | i
Cc1cc(C)cc(NC(=O)c2cccnc2)c1 | -0.4% | 13% | 2% | -1% | 4% | 4% | 9% | -0.9 | i
N#Cc1ccc(-c2nc3c4ccccc4ccn3c2CC2CCCCC2)cc1 | 8.7% | 1% | . | . | . | . | . | -0.6 | i
CCCc1cc(=O)[nH]c(SCC(=O)N2CCOCC2)n1 | -0.4% | -8% | 1% | -2% | 5% | 1% | 0% | -1.2 | i
O=C(COc1ccccc1)NCCS(=O)(=O)N1CCN(c2ccccc2)CC1 | 0.0% | 3% | -14% | -3% | 0% | 2% | 0% | -2.6 | i
CC(=O)Nc1ccc(NC(=O)CN(C)CCC#N)cc1 | -0.8% | 2% | 0% | -2% | -21% | -6% | 6% | -0.9 | i
CCc1ccccc1NC(=O)Nc1ccsc1C(=O)OC | ? | 9% | -1% | -3% | -4% | 0% | -5% | 0.1 | i
CC1(C)CC2(CC(c3cccs3)c3cc(Cl)c(O)cc3O2)NC(=S)N1 (stereo unspecified) | 2.3% | 5% | 6% | 0% | -2% | -5% | -4% | -1.5 | i
CCC(C)NCC(O)(c1ccc(Cl)cc1)c1ccc(Cl)cc1 (stereo unspecified) | 8.8% | 4% | -99% | -20% | ? | 1% | -13% | 0.0 | i
O=C(c1cnsn1)N1CCN(c2ccccn2)CC1 | -0.1% | -5% | 1% | 1% | 19% | 0% | 13% | 0.8 | i
N#Cc1cn(N2CCCCC2)c(=O)[nH]c1=O | 0.2% | 2% | -8% | 0% | 2% | -4% | ? | -0.1 | i
COc1cc(C(=O)NCC(=O)N/N=C/c2cccs2)cc(OC)c1OC | 0.0% | 2% | 2% | 1% | 12% | -1% | 9% | -1.3 | i
COc1ccc(CCNC(=O)CSc2nnc(CNC(=O)c3cc(OC)c(OC)c(OC)c3)o2)cc1OC | -0.5% | 4% | -8% | 1% | -1% | 3% | -24% | 0.2 | i
COCCN1CCn2c(nc3cc(NC(C)=O)ccc32)C1 | 2.2% | -12% | 4% | -3% | -4% | -2% | 0% | 0.8 | i
COc1ccccc1/C=C/C=C1\Oc2c(ccc(O)c2CN(C)C)C1=O | 20% | -14% | -20% | -9% | 46%[activator] | -13% | -5% | 0.0 | i
CC1=C(C(=O)Nc2ccc(Cl)cc2)C(c2ccncc2)C(C#N)=C(SCC(N)=O)N1 (stereo unspecified) | 4.9% | -2% | 4% | -1% | -25% | -8% | -12% | -0.9 | i
CCc1c(C)[nH]n(-c2ccc(Oc3ccccc3)c(S(=O)(=O)O)c2)c1=O | -0.2% | 6% | 14% | 4% | 8% | 2% | 26% | 0.0 | i
O=[N+]([O-])c1ccccc1/C=N/NC1=NCCN1 | 0.2% | 1% | 4% | . | 4% | -2% | 2% | 0.7 | i
CCOc1ccccc1CNC(=O)c1ccc2nc(N3CCOCC3)sc2c1 | 2.7% | 6% | 3% | 0% | -3% | -3% | -13% | -0.7 | i
Cc1c(NC(=O)C(C)OC(=O)[C@@H](NC(=O)c2ccccc2)C(C)C)c(=O)n(-c2ccccc2)n1C (stereo partly specified) | 0.1% | 16% | -2% | -1% | -22% | -12%[1.84 µM] | -7% | -4.0 | i
C/C(=C\C(=O)c1ccccc1)Nc1cccc(O)c1 | 9.8% | 3% | 1% | 0% | -12% | 0% | 0% | -0.8 | i
CC(C)(C)OC(=O)N1CCC(c2nnc(SCc3ccccc3)o2)CC1 | 8.9% | -8% | -85% | . | -62% | -13% | 12µM* | . | .
NNC(=O)CNC(=O)Nc1n[nH]c(=S)s1 | 0.7% | 0% | -2% | . | 4% | . | . | -0.3 | i
Cc1cc(C)nc(N/N=C2/CCCC/C2=C\c2ccccc2)n1 | 7.0% | -2% | -47% | 0% | ? | -15% | -3% | -0.8 | i
N#CCCN1CCN(C2=NC(=O)C(=C3CCCCC3)S2)CC1 | 0.4% | -2% | -14% | 0% | -7% | -5% | 4% | -0.7 | i
CN(C)S(=O)(=O)c1cccc(C(=O)Nc2ccc(N3CCOCC3)cc2)c1 | -0.4% | 11% | -4% | -3% | -12% | -2% | -22% | -4.1 | i
Cc1ccc2c(c1)C(O)(CC(=O)c1ccc(C)s1)C(=O)N2 (stereo unspecified) | 0.1% | 3% | 8% | 0% | -13% | 14% | 3% | -1.2 | i
